Screening data as filed in PubChem.
Pol iota inh: qHTS for Inhibitors of Polymerase Iota; Pol iota fluorescent replication assay, 10 min; AID 588590, 2011; 390,000 compounds, 1% hits; Potency, µM (top dose mostly 115 µM), without a hit: at the highest dose activity, negative = inhibition, hits mostly inhibitors; DNA polymerase iota (Homo sapiens), Q9UNA4
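Fluorescent replication assay read twice, at 0 min and 10 min after adding 50 nM (final) substrate. Enzyme (10 nM) and compounds were first incubated 15 min at room temperature; enzyme-free buffer wells were negative controls.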
POLB inh: qHTS Assay for Inhibitors of DNA Polymerase Beta. Pol beta primer extension/strand displacement, fluorescence kinetic. Potency, µM (top dose mostly 114 µM), inactives show top-dose activity change, negative = inhibition, hits mostly inhibitors. 340,000 compounds, 1.3% hits. AID 485314, 2010; note: % is set by controls: 0 for no effect and ±100 for the full control effect
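Values derive from four-parameter Hill fits of normalized kinetic data: reads at 0 and 10 min following addition of 50 nM substrate to 10 nM Pol beta preincubated 15 min with compound.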
POLH inh: qHTS for Inhibitors of Polymerase Eta; DNA polymerase eta (Homo sapiens), Q9Y253; recombinant Pol eta, fluorescent DNA replication assay; Potency, µM (top dose mostly 114 µM), without a hit: at the highest dose activity change, negative = inhibition, usual class: inhibitors; 390,000 compounds, 1.2% hits; note: % is set by controls: 0 for no effect and ±100 for the full control effect
Target sequence (Q9Y253 whole entry, looked up): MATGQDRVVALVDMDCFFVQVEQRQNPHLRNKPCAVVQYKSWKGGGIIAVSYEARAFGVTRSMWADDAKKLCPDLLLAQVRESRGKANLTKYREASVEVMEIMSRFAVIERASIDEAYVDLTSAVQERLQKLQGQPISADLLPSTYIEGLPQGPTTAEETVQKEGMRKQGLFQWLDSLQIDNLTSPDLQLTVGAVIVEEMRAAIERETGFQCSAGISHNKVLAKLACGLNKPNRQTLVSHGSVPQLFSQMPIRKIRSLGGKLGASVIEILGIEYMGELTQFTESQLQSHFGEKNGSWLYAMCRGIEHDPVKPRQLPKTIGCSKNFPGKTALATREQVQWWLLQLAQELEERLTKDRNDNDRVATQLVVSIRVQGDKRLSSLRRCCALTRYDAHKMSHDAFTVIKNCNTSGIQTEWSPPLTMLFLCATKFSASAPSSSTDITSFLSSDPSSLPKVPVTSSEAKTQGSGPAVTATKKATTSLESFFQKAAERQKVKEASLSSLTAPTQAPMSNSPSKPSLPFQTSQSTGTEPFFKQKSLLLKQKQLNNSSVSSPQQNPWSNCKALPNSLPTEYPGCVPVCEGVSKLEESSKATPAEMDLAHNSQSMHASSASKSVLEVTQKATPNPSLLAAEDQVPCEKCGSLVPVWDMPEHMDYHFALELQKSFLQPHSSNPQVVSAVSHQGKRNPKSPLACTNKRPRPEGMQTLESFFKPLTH
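Fluorescent replication assay: 50 nM final substrate added after a 15 min room-temperature compound preincubation with 10 nM enzyme. Signal taken at 0 min and again at 10 min.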
BLM inh: qHTS Assay for Inhibitors of Bloom's syndrome helicase (BLM); RecQ-like DNA helicase BLM (Homo sapiens), P54132; recombinant BLM DNA unwinding, fluorescence dequenching; Potency, µM (top dose mostly 56.1 µM), inactives show at the top dose activity change, negative = inhibition, actives largely listed as inhibitors; 350,000 compounds, 0.2% hits; AID 2528, 2010;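 note: plate controls were vehicle for no effect and no enzyme for full effect; nearly all actives have a fitted effect of over 35% in size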
G9a block: qHTS Assay for Inhibitors of Histone Lysine Methyltransferase G9a. G9a H3K9 monomethylation, AlphaScreen, 2 h. AID 504332, 2011. Potency, µM (doses to about 102 µM), for inactives: top-dose activity, negative = inhibition, hits mostly inhibitors. 350,000 compounds, 8.8% hits; note: % is set by controls: 0 for no effect and ±100 for the full control effect; nearly all actives have a fitted effect of over 75% in size
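AlphaScreen detection with an anti-monomethyl H3K9 antibody quantified product after a 2 h room-temperature reaction containing 500 nM biotinylated H3K9 peptide, 20 µM SAM and 20 nM enzyme, which had been preincubated 15 min with compound.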
APEX1 inh: qHTS Assay for Inhibitors of the Human Apurinic/apyrimidinic Endonuclease 1 (APE1); 350,000 compounds, 0.35% hits; AID 2517, 2012; DNA repair nuclease/redox regulator APEX1 (Homo sapiens), P27695; Potency, µM (highest dose often 65.8 µM), for inactives: at the highest dose activity change, negative = inhibition, hits mostly inhibitors; recombinant APE1, TAMRA/BHQ-2 abasic DNA cleavage fluorescence;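 note: plate controls were vehicle for no effect and reference inhibitor for full effect; nearly all actives have a fitted effect of over 55% in size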
Target sequence (P27695 whole entry, looked up): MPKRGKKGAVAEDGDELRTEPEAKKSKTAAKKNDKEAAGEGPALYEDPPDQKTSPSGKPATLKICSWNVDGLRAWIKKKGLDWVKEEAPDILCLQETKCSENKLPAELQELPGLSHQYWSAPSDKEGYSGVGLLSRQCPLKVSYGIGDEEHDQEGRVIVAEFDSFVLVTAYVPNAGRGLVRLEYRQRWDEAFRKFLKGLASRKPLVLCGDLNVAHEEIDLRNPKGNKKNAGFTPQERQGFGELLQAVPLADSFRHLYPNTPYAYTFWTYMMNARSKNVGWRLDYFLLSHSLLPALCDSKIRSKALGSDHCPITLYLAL
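Substrate: short duplex with […] THF abasic site, 5'-TAMRA and 3'-BHQ-2, 50 nM final. APE1 at 0.75 nM, preincubated 15 min RT with compound. Fluorescence increase from first to third read measured activity.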
BAZ2B inh: qHTS Assay for Inhibitors of BAZ2B | 360,000 compounds, 4.4% hits | AID 504333, 2011 | Potency, µM (series often up to 114 µM), inactives show at the top dose activity change, negative = inhibition, most hits filed as inhibitors | Bromodomain adjacent to zinc finger domain protein 2B (Homo sapiens), Q9UIF8 | AlphaScreen BAZ2B-H3K14Ac peptide displacement; note: % is set by controls: 0 for no effect and ±100 for the full control effect; nearly all actives have a fitted effect of over 60% in size
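Protein-peptide AlphaScreen: BAZ2B 50 nM, b-H3K14Ac 50 nM, 1x PBS pH 7.4 + 0.01% Tween-20. Preincubation 30 min RT; cpd 30 min RT (top 110 uM); beads 20 min RT, light-protected.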
JMJD2A Tudor inh: qHTS Assay for Inhibitors of JMJD2A-Tudor Domain. Lysine-specific demethylase 4A (Homo sapiens), O75164. AlphaScreen JMJD2A-Tudor / H3K4me3 peptide binding. Potency, µM (highest dose often 114 µM), without a hit: at the highest dose activity change, negative = inhibition, actives largely listed as inhibitors. 390,000 compounds, 4.4% hits. AID 504339, 2011; note: % is set by controls: 0 for no effect and ±100 for the full control effect; nearly all actives have a fitted effect of over 50% in size
POLK inh: qHTS for Inhibitors of Polymerase Kappa; purified Pol kappa, fluorescent DNA synthesis assay, 10 min; AID 588579, 2011; Potency, µM (highest dose often 107 µM), for inactives: top-dose activity, negative = inhibition, actives largely listed as inhibitors; DNA polymerase kappa (Homo sapiens), Q9UBT6; 400,000 compounds, 0.53% hits; note: % is set by controls: 0 for no effect and ±100 for the full control effect
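Here, compound and 10 nM enzyme are combined for 15 min at room temperature; adding 50 nM substrate (final) starts DNA synthesis, tracked by fluorescence at 0 and 10 min against buffer-only wells.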
An asterisk follows results filed as active; ? = inconclusive; . = not tested or not shown; & = joins results of further samples; [ ] = dose if it differs, or a comment. Calls come from the whole dose curve; as a rule, active = well fitted curve in the direction sought with a large enough effect; inconclusive = small, poorly fitted or top-dose-only effect, or another doubt; inactive = no such curve, though single readings can be large; an effect the other way counts as inactive or inconclusive. Potency is the fitted concentration of half-maximal effect.

cpd	molecule	Pol iota inh	POLB inh	BLM inh	APEX1 inh	POLH inh	JMJD2A Tudor inh	POLK inh	G9a block	BAZ2B inh
1	CC(C)CN1C=C2C(=O)C(C)(OC(=O)CCc3ccccc3)C(=O)C=C2C=C1c1ccc(C#N)cc1 (configuration not stated)	11%	0%	-17%[12.4 µM]	-11%[12.4 µM]	1%	?	-2%	-4%[59 µM]	-26%
2	N#Cc1ccc(S(=O)(=O)NC[C@H]2O[C@@H](n3cnc4c(N)ncnc43)[C@H](O)[C@@H]2O)cc1	36%	.	.	6%	-15%	-12%	2%	.	.
3	Cc1cc(C(=O)N/N=C/c2ccc([N+](=O)[O-])o2)c(C)o1	?	-15%	-7%	-6%	?	-16%	?	2%	-12%
4	Cc1ccc2oc(Nc3nc(C)c(C)c(C)n3)nc2c1	-8%	4%	-2%	-1%	4%	-17%	7%	23%	-9%
5	COc1cc(NC(=O)CN2CC(c3ccccc3)CC2=O)cc(OC)c1 (configuration not stated)	21%	7%	2%	-1%	-15%	-25%	0%	-3%[59 µM]	1%
6	CCN(CC)C(CNC(=O)CSc1nnnn1-c1ccc(C)c(C)c1)c1ccco1 (configuration not stated)	-6%	.	.	6%	-7%	-26%	-13%	6%[12.7 µM]	5%
7	COc1ccc(CNC(=O)COC(=O)c2cc3ccccc3cc2O)cc1OC	4%	.	.	8%	-10%	-2%	-9%	.	.
8	CCOc1ccc(CCNC(=O)c2ccc3nc(CC)c(CC)nc3c2)cc1	-3%&12%	-21%&27%	2%&2%	12%	-2%&-16%	-26%&-4%	-7%	19%	-7%&0%
9	CCOC(=O)CON1C(=O)C(=O)N(OCC(=O)OCC)[C@H]2CCCC[C@H]21	13%	?	-1%	5%	-18%	3%	6%	?	3%
10	Cc1cc(=O)[nH]c(=O)n1Cc1ccccc1	?	20%	-1%	-1%	?	-16%	?	-32%	.
11	CCOc1cc(CN2CCC(n3nccc3NC(=O)C3CC3)CC2)ccc1O	48%[activator]	31%	-3%	19%	-16%	-13%	-1%	?	-2%
12	CCn1c2ccccc2c2cc(NC(=O)COC(=O)c3cc(Cl)c(N)cc3OC)ccc21	10%	-22%	-8%	-9%	-18%	-10%	-10%	-16%[59 µM]	-11%
13	COc1ccc(-c2csc(NC(C)c3nc4cc(Cl)c(N5CCCCC5)cc4n3CCOCCO)n2)cc1 (configuration not stated)	?	.	.	.	-14%	?	-15%	.	.
14	O=C(NCCc1ccc(Cl)cc1)c1ccc2[nH]c(=O)c(=O)[nH]c2c1	14%	5%	-1%	19%	-15%	-18%	-10%	2%	-10%
15	CC(NC(=O)CN1c2cccc3cccc(c23)S1(=O)=O)c1ccc(S(N)(=O)=O)cc1 (configuration not stated)	28µM*	.	.	-19%	20µM*	-26%	?	-34%[59 µM]	-12%
16	Cc1ccc(NC2=C(Cl)C(=O)c3ccccc3C2=O)cc1	27%	-4%[57.1 µM]	-12%	-4%	?	?	-12%	79µM*	?
17	O=C(c1cnn(-c2ccccc2)c1-n1cccc1)N1CCN(C2CCCCC2)CC1	16%	28%	0%	?	-16%	-7%	7%	.	3%
18	CCN(CC(=O)Nc1ccc(OC)cc1)CC(=O)N1CC(=O)Nc2ccccc21	30%[activator]	.	.	2%	-16%	3%	15%	-1%[2.33 µM]	10%
19	CC(=O)c1cccc(NC(=O)CCn2nc(C)c(S(=O)(=O)N(C)C)c2C)c1	-3%	37%	0%	.	11%	9%	-5%[60.1 µM]	6%[12.7 µM]	-6%
20	COCCN(C(=O)Nc1ccccc1OC)c1nc2ccccc2s1	6%	1%	-9%	1%	-5%	14%	0%	.	13%
21	Cc1cc(C(=O)Nc2ccccc2C(=O)O)oc1C	28%	16%	0%	-2%	-6%	-11%	4%	.	?
22	COc1ccc(CCN2CC(C(=O)NCC(c3ccccc3)N(C)C)CC2=O)cc1OC (configuration not stated)	94%[activator]	.	.	7%	0%	-8%	-19%	.	.
23	CCN1C(=O)C(CC(=O)NCCc2ccccc2)N(NC(=O)c2cccnc2)C1=S (configuration not stated)	133%[activator]	26%	-2%	13%	-8%	?	-5%	9%[59 µM]	-11%
24	O=C1[C@H]2[C@@H](c3ccc(Cl)cc3)N3C(=O)N(c4cccc(Cl)c4)C(=O)[C@@]3(Cc3ccccc3)[C@H]2C(=O)N1C1CCCCC1	28%	.	.	16%	-17%	-20%	-2%	1%[2.33 µM]	8%
25	CCOC(=O)CN(Cc1sccc1C)C(=O)Nc1ccc(OC)cc1OC	17%	-2%	-5%	-9%	1%	-12%	-3%	-9%[59 µM]	6%

Remaining list, next part:
cpd	molecule	Pol iota inh	POLB inh	BLM inh	APEX1 inh	POLH inh	JMJD2A Tudor inh	POLK inh	G9a block	BAZ2B inh
26	Cc1ccc(C)c2[nH]c(=O)c(C(c3nnnn3CCc3ccccc3)N3CCOCC3)cc12 (configuration not stated)	-14%	-1%	0%	0%	-11%	-7%	-4%	-13%[59 µM]	15%
27	Cc1cc(NC(=O)NCc2ccccc2)c(=O)n(Cc2ccc(F)cc2)c1	9%	17%	-4%	8%	-8%	-12%	-6%	-22%	-6%
28	COc1ccc(-n2c(Cc3cccn3C)nnc2SCC(=O)Nc2ccccc2OC)cc1	11%	-1%	-2%	-6%	-13%	-34%	-21%	45µM*	?
29	Cn1c(SCC(=O)Nc2ccc3nc(SCC(=O)N4CCCC4)sc3c2)nnc1-c1ccc(N)cc1	5.6µM*	7.9µM*	-29%	10µM*	?	-23%	50µM*	10µM*	?
30	CCn1c(=O)cc(N2CCCCC2)[nH]c1=O	6%	24%	1%	-1%	-8%	-8%	-3%	-5%[12.7 µM]	-1%
31	Cc1cc(C)nc(NC(=O)/C=C/c2cccs2)c1	20%	1%	4%	-2%	-9%	-10%	-5%[60.1 µM]	-39%	1%
32	COc1ccc(CCN(C)C(=O)c2ccc(S(=O)(=O)NCc3ccco3)cc2)cc1OC	16%	7%	-1%	5%	-15%	-13%	-5%	7%[59 µM]	?
33	O=C(CCCn1c(SCC(=O)c2ccccc2)nc2ccccc2c1=O)NCC1CCCO1 (configuration not stated)	28%	1%	0%	-1%	-14%	-26%	-17%	?	-15%
34	CCOc1ccc(CNn2nnnc2N)cc1	10%	2%	0%	2%	-12%	-7%	5%	?	14%
35	CCOc1ccc(C(=O)Nc2cccc([N+](=O)[O-])c2)cc1Br	59%[activator]	2%	-8%	5%	-17%	-6%	0%	57%[activator][59 µM]	29%
36	CCc1nnc(NC(=O)CCC(=O)NCc2ccc(C)cc2)s1	8%	-1%	2%	-9%	13%	-7%	-10%	10%[0.0925 µM]	-6%
37	CCC(C)NC(=O)C1CCCN(S(=O)(=O)c2ccc(-n3cnnn3)cc2)C1 (configuration not stated)	41%[activator]	-1%	1%	1%	-5%	2%	2%	-25%[59 µM]	-4%
38	CCn1c(Cn2nnc(-c3ccccc3)n2)nnc1SCC(=O)Nc1ccc(C(C)=O)cc1	2%	-3%	1%	-1%	4%	-16%	-7%	18%[12.7 µM]	-4%
39	CN(C)c1ccc(CNS(=O)(=O)c2ccc3c(c2)C(C)(C)C(=O)N3C)cc1	35%[activator]	5%	-1%	3%	4%	?	1%	.	?
40	O=C(CSCc1ccc(Cl)cc1)N/N=C/c1ccco1	-19%	0%	-6%	-1%	-11%	-28%	-8%	0%[59 µM]	-36%
41	Cc1ccc2c(c1)cc(CN(Cc1cccs1)C(=O)c1ccco1)c1nnnn12	5%	1%	0%	-8%	-5%	28µM*	-5%	10%[59 µM]	1%
42	CCOc1ccc(N2C(=O)C3CCCN3C2=O)cc1 (configuration not stated)	7%	-5%	0%	11%	-10%	-5%[11.4 µM]	-8%	-4%[59 µM]	5%
43	CC(=O)N1CCc2cc(S(=O)(=O)NCCCN3CCC(C)CC3)ccc21	18%	9%	1%	27%	-19%	-2%	9%	2%	-19%
44	CC(C)OC(=O)/C(C#N)=C/c1c[nH]c2ccccc12	-4%	1%	-4%	1%	-13%	-9%	-14%	22%[59 µM]	7%

Single records, from the list above. Values in the order: Pol iota inh, POLB inh, BLM inh, APEX1 inh, POLH inh, JMJD2A Tudor inh, POLK inh, G9a block, BAZ2B inh
Cc1cc(NC(=O)NCc2ccccc2)c(=O)n(Cc2ccc(F)cc2)c1 as listed: 9%, 17%, -4%, 8%, -8%, -12%, -6%, -22%, -6%
CCn1c(Cn2nnc(-c3ccccc3)n2)nnc1SCC(=O)Nc1ccc(C(C)=O)cc1 as listed: 2%, -3%, 1%, -1%, 4%, -16%, -7%, 18%[12.7 µM], -4%
O=C(CSCc1ccc(Cl)cc1)N/N=C/c1ccco1 as listed: -19%, 0%, -6%, -1%, -11%, -28%, -8%, 0%[59 µM], -36%
COc1ccc(-n2c(Cc3cccn3C)nnc2SCC(=O)Nc2ccccc2OC)cc1 as listed: 11%, -1%, -2%, -6%, -13%, -34%, -21%, 45µM*, ?
CCOc1ccc(CNn2nnnc2N)cc1 as listed: 10%, 2%, 0%, 2%, -12%, -7%, 5%, ?, 14%

This is a subset; the hit share may differ from the screen's.
